# GPR7 antag – antagonists of human GPR7 (neuropeptides B/W receptor 1) | P48145 | 290,000 compounds, 1.1% hits | inhibition, % at 4.4 µM | GPR7-expressing cells, fluorescence antagonist assay; in the data active = inhibition above about 16%, passing the limit was not always enough;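 also: cells stimulated with the agonist NPW; 0% = agonist with vehicle and 100% = vehicle without agonist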
# OXTR ag – activates the human oxytocin receptor; CHO-OTR cells, Fluo-8 calcium fluorescence; normalized: DMSO 0%, oxytocin 100%; activation, % at 3 µM; 320,000 compounds, 0.32% hits; AID 2435;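 active = activation above the mean of all tested compounds plus 3 SD, cutoff set per screening run, cut at about 20% in these data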;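 also: peak over basal fluorescence ratio from a 100 s FLIPR kinetic read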
# OXTR potentiator – human OXTR potentiation; P30559; CHO-OTR cells, Fluo-8 calcium fluorescence, potentiator mode; 0% = oxytocin EC15, 100% = EC100; activation, % at 3 µM; 320,000 compounds, 0.061% hits; AID 2445;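 active = activation above that plate's cutoff, the mean activation of tested compounds plus 3 SD, cut at about 6.6% in these data, passing the limit was not always enough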;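 also: 100% uses oxytocin at 75 nM as the full agonist control; some results filed as inactive read as strong as hits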
#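 Replication – single well per compound, singlicate · Assay system – CHO cell line stably expressing human OTR · Timing – 6 min pre-incubation, 100 s read · Measure – normalized max/min fluorescence ratio, % activation · Doses – 3.0 µM, one dose · Detection – Fluo-8 calcium dye fluorescence · Probe or stimulus – oxytocin near EC15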
# CHO parental Ca – signal in parental CHO cells, OX1R antagonist counter-screen; inhibition, % at 5.6 µM; parental CHO-K1, ATP-induced calcium, Fluo-8 fluorescence; 330,000 compounds, 0.63% hits;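 active = inhibition above that plate's mean sample inhibition plus 3 SD, cut at about 26% in these data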;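 also: 0% = ATP-challenged DMSO wells and 100% = DMSO wells without ATP; some compounds past the cut are filed as inactive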
#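 Material – parental CHO cells · Reagent – ATP stimulus · Compound – single nominal dose of 5.6 µM per compound · Detection – Fluo-8 fluorescence · Read-out basis – percent inhibition of calcium signal · Controls – ATP-challenged DMSO wells low, unchallenged DMSO wells high · Repeats – no replicates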
# V1aR counter – activates human V1a receptor in oxytocin agonist counter-screen | P37288 | 320,000 compounds, 0.25% hits | activation, % at 3 µM | CHO-V1R cells, Fluo-8 calcium fluorescence, agonist mode; 0% DMSO, 100% 3 nM vasopressin;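 active = activation above the mean activation of all tested compounds plus 3 SD, per screening run, cut at about 20% in these data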;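 also: signal is peak over basal fluorescence ratio across a 100 second FLIPR read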
# Target sequence (P37288 whole entry, looked up): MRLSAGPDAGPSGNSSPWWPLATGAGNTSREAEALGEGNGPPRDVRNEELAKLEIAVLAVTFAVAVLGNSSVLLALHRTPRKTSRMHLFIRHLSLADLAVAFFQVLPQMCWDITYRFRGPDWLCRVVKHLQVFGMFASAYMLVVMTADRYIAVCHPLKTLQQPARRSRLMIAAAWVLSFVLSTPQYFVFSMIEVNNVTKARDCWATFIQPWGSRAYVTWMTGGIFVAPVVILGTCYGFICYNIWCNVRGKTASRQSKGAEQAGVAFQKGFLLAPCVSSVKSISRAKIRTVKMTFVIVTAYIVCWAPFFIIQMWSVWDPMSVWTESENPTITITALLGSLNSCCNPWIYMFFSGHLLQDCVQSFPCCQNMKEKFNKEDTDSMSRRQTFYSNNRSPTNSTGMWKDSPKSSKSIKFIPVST
# M1 ag parental – nonselective activator or artifact in parental CHO-K1 cells. 360,000 compounds, 0.48% hits. activation, % at 3 µM. Fluo-8 calcium fluorescence; scaled to maximal ATP response, vehicle zero. AID 602248; in the data active = activation above about 15%;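 also: untransfected CHO-K1 host cells lacking M1 receptor as counterscreen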
# M1 PAM parental – counter-screen for M1 PAMs: effect in parental CHO-K1 cells. 360,000 compounds, 0.02% hits. ATP EC20, Fluo-8 calcium fluorescence; 0% at ATP EC20, 100% at ATP max. activation, % at 3 µM;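 active = activation above the run cutoff, the mean activation of all test compounds plus 3 SD, cut at about 40% in these data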;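 also: peak over basal fluorescence ratio in a 140 s read after ATP addition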
# CHO-K1 Ca antag – counter-screen for M1 antagonists: effect in parental CHO-K1 cells | ATP-induced calcium, Fluo-8 fluorescence | inhibition, % at 3 µM | 360,000 compounds, 0.6% hits;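 active = inhibition above a per-plate cutoff, the plate's mean sample inhibition plus 3 SD, cut at about 24% in these data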;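 also: 0% = DMSO plus EC80 ATP and 100% = DMSO alone without ATP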
# TAAR1 antagonist – antagonists of human TAAR1. Q96RJ0. CHO RD-HGA16 TAAR1, Fluo-8 calcium fluorescence, antagonist. inhibition, % at 3 µM. 360,000 compounds, 1.5% hits. AID 624466;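 active = inhibition above a per-plate cutoff, the mean inhibition of test compounds on that plate plus 3 SD, cut at about 49% in these data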;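 also: 0% = DMSO plus EC80 beta-PEA response and 100% = DMSO alone without agonist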
# Target sequence (Q96RJ0 whole entry, looked up): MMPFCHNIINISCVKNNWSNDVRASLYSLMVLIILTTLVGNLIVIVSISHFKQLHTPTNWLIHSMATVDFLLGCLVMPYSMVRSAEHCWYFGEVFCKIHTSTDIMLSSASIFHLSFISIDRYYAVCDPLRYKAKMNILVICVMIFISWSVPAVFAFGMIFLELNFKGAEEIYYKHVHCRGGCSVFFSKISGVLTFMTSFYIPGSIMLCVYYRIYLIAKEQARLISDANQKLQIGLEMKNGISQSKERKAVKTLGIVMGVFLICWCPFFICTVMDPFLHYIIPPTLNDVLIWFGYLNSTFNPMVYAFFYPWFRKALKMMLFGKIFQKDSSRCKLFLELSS
#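 System: RD-HGA16 CHO cells with stable hTAAR1 and Gα16 | Probe or stimulus: EC80 β-phenethylamine stimulus | Dosing: 3 µM, single point | Times: Dye loading 75 min at 37 °C, then 30 min room temperature | Measured by: Fluo-8 calcium-sensitive fluorescence | Read-out basis: % inhibition of agonist calcium response | Replicates: n of 1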
# * hit, by the source's call; . = no result given.
SMILES,GPR7 antag,OXTR ag,OXTR potentiator,CHO parental Ca,V1aR counter,M1 ag parental,M1 PAM parental,CHO-K1 Ca antag,TAAR1 antagonist
Cc1cc2c(cc1S(=O)(=O)N1CCN(c3cccc(C)c3C)CC1)OCCN2C,4,-0.6,-4,57*,-0.2,-0.5,2,4,2
COc1cc(CCC(=O)Nc2ccc(S(=O)(=O)NC3=NCCCCC3)cc2)cc(OC)c1OC,-2,-0.5,2,-13,2.6,0.3,-1,-11,-21
N#CC(OC(=O)c1ccccc1)c1ccccc1 (stereo unspecified),.,.,.,.,.,-0.8,15,-5,9
COc1cccc(-c2nnn(CC(=O)N(C3CCCCC3)C3CCS(=O)(=O)C3)n2)c1 (stereo unspecified),.,.,.,.,.,1.7,13,-6,-6
CCOc1cc(/C=C/c2cc(C(=O)O)c3ccccc3n2)ccc1O,-9,-0.6,-1,-5,0.2,0.3,23,-6,-5
COc1ccc(CN2CCC(Oc3ccc(C(=O)N4CCCC4)cc3)CC2)c(F)c1,2,0.6,-6,-17,1.4,1.0,3,-8,-4
CSc1ncccc1C(=O)OCn1nnc2ccccc2c1=O,-8,-1.0,-17,-5,0.2,1.1,0,2,-4
O=C(Nc1ccc(N2CCCCC2)c(C(=O)O)c1)c1ccco1,-19,1.2,3,-10,1.3,0.0,6,4,9
CN(C)CCNc1nc2c(c(=O)[nH]c(=O)n2C)n1CC(O)COc1ccc(Cl)cc1Cl (stereo unspecified),2,-0.5,-17,-11,-0.5,-0.1,9,-1,-25
CCC/C(=N\NC(=O)c1csc(C)c1C)c1cccs1,-7,-1.5,-10,-15,-0.1,0.6,-5,15,16
CC(C)C(NS(=O)(=O)c1cccs1)C(=O)N1CCC(C(N)=O)CC1 (stereo unspecified),.,-0.6,-1,-3,1.4,-0.5,-2,3,7
COc1ccc(OCC(=O)Nc2ccc3c(c2)nc(CCn2ccccc2=O)n3C)cc1,-9,0.8,-1,-7,0.5,2.2,4,-14,-9
CCOc1ccc(-n2cc(-c3ccccc3)c3c(N4CCOCC4)ncnc32)cc1,-18,-1.6,-8,-37,-0.7,4.8,14,12,47
COc1ccc(/C=N/NC(=O)c2ccc(-c3ccccc3)cc2)cc1O,-12,-1.6,2,-12,0.0,1.6,-3,13,41
COC(c1ccc(Cl)cc1)(c1ccc(Cl)cc1)C(Oc1nc(C)cc(C)n1)C(=O)O (stereo unspecified),-3,1.1,-1,-6,1.4,1.3,12,-14,-2
CCC(C)c1ccc(NC(=S)NC2CCN(Cc3ccccc3)CC2)cc1 (stereo unspecified),2,11,-8,3,9.3,5.6,12,0,1
Cc1sc(NC(=O)CN(Cc2ccc(F)cc2)C(=O)C(C)(C)C)c(C(N)=O)c1C,8,-1.4,-6,-12,0.1,0.2,11,-5,-1
O=C1c2ccccc2C(Nc2ccc(-c3nc4ccccc4[nH]3)cc2)N1Cc1ccco1 (stereo unspecified),-15,-0.1,-4,-4,0.2,1.0,19,10,22
Cc1cccc(C)c1NC(=O)C1CCCN1S(=O)(=O)c1ccc(-c2ccc(=O)[nH]n2)s1 (stereo unspecified),-5,0.1,-11,-18,0.9,1.3,17,-14,3
Cc1ccc(S(=O)(=O)N2CCN(C(=O)CN3C(=O)NC(C)(CCC(C)C)C3=O)CC2)c(C)c1 (stereo unspecified),.,.,.,.,.,3.1,4,-11,2
COc1ccc(-c2nc(CS(=O)(=O)CC(=O)NC3CCCCC3C)c(C)o2)cc1 (stereo unspecified),-18,0.2,-3,-34,-0.6,0.6,20,-8,-11
COc1cc(F)ccc1-c1cc(C(=O)NCC2CCCCC2)[nH]n1,.,.,.,.,.,1.5,11,-4,-14
CCc1c(C)nc2ncnn2c1NCCc1ccc(Cl)cc1,0,11,-10,32,8.2,13,-9,13,13
Cc1occc1C(=O)N/N=C/c1ccc[nH]1,-7,-0.3,7,0,-0.1,0.2,8,-4,-6
Cc1ccc2nc3nc(NCC4CCCO4)c(C(=O)NC4CCCC4)cc3c(=O)n2c1 (stereo unspecified),-10,0.5,-2,-17,1.8,0.0,23,-5,2
CC(C)[C@H](NC(=O)[C@@H]1Cc2ccccc2CN1)C(=O)Nc1ccc2c(c1)OCCO2,-13,0.1,-10,-25,-0.1,0.3,-13,-6,-16
O=C(COC(=O)CCC(=O)c1ccc(F)cc1)NCCc1ccccc1,.,0.5,4,-16,-0.5,0.6,10,-7,-6
CCN(CC)c1ccc(/C=N/N2CCOCC2)c(O)c1,-7,-1.5,-4,-4,0.5,0.3,-8,21,-3
NC(=O)CN1C(=O)C2C3CCC(C3)C2C1=O (stereo unspecified),.,.,.,.,.,-0.5,7,-3,-18
Cc1c(NS(=O)(=O)c2ccc3c(c2)c(=O)n(C)c(=O)n3C)c(=O)n(-c2ccccc2)n1C,-9,1.9,-4,-3,0.8,0.3,15,-6,-14

# (next part)
SMILES,GPR7 antag,OXTR ag,OXTR potentiator,CHO parental Ca,V1aR counter,M1 ag parental,M1 PAM parental,CHO-K1 Ca antag,TAAR1 antagonist
CC(=O)N[C@@H](Cc1ccc(O)cc1)CN1C(N)=NC[C@@H]1CC(C)C,-8,-0.2,-9,-4,0.7,-0.3,7,-10,-10
CCCn1c(=O)c2ccccc2n2c(SCCOc3ccc(OC)cc3)nnc12,5,-0.4,-6,-1,-0.6,-0.3,-5,0,-12
c1ccc(-c2cc(-c3ccncc3)nc3ccc4ccccc4c23)cc1,-9,0.1,-5,-9,-0.5,0.6,30,-12,-4
COc1cc2c(cc1OC)C(=S)NC1(CCCC1)C2,12,-2.1,-8,-1,0.1,0.2,9,5,3
Cc1ccc2nc(SCC(=O)Nc3ccc(F)cc3F)nc(=O)n2c1,.,0.8,0,-16,1.2,0.9,11,4,-13
Cc1[nH]n(-c2ccccc2)c(=O)c1N=Nc1ccc2c(c1)OCCO2,-7,-0.3,-19,2,0.3,-0.1,-1,1,-17
CCCCCCCCN1C(=O)[C@H](CC(=O)N2CCSCC2)C[C@@]2(C(=O)OC)CCCCC=C12,.,.,.,.,.,-0.1,-3,-11,-20
O=C(c1ccco1)N1CCN(C(=O)c2ccc(CS(=O)c3ccc(F)cc3)o2)CC1 (stereo unspecified),3,0.7,-7,-21,1.7,0.6,0,-5,-25
O=C(COC(=O)CN1C(=O)NC2(CCCCC2)C1=O)Nc1cc(F)ccc1F,.,3.0,0,-10,2.2,3.8,7,-12,4
Cc1c(C(=O)OCC(=O)NC2CCCCC2)oc2ccccc12,.,-2.4,-4,-1,-0.8,-0.5,14,2,15
Cc1cc(C)nc(NC(=O)c2ccc3c(c2)OCO3)c1,0,-1.1,-3,-9,-0.8,.,.,.,.
CCOC(=O)c1cc(NC(=O)N2CCCc3ccccc32)c(C)nc1C,3,1.1,-9,-10,1.3,0.3,-7,13,5
COc1ccc(C(=O)Cn2c(NCCO)nc3ccccc32)cc1,-4,1.1,1,-17,0.4,-0.3,7,-2,6
CCCCNC(=O)/C=C/c1cccs1,-13,-0.9,-7,-9,0.4,-0.4,-7,15,-4
CC(=O)N1CCN(c2ccc(NC(=O)c3ccc(F)cc3)cc2)CC1,24,.,.,.,.,-0.3,-12,2,-2
CSc1nc2c(c(=O)[nH]1)C(c1ccc(Cl)cc1)CC(=O)N2 (stereo unspecified),-7,0.2,4,-10,0.8,0.5,19,-5,-16
COc1ccc(OC)c(-c2csc(NC(=O)Cc3cccs3)n2)c1,-12,-2.3,-23,-28,6.3,0.7,8,-9,4
CCOC(=O)C1CCN(C(=O)Cc2cccs2)CC1,-9,-0.2,-15,-6,-0.4,0.2,12,2,9
CC(=O)c1ccc(N2CCN(C(=O)c3ccc(S(=O)(=O)NCc4ccco4)cc3)CC2)cc1,.,5.7,-8,9,4.7,7.6,-5,-1,11
CCOC(=O)C(=O)N1CCC(Cc2ccccc2)CC1,-3,-2.4,-3,-2,-1.4,-0.1,9,-9,-14
O=C(CCCNS(=O)(=O)c1ccc(F)cc1)Nc1ccc(F)cc1,-4,3.9,0,-1,5.8,4.3,6,-11,-8
CCOc1cc(/C=C2/C(=O)N(c3ccccc3)N=C2C)ccc1OC(=O)c1cccs1,6,-0.6,-4,-4,0.9,0.9,23,-14,.
COc1cccc(NC(=O)N2CCN(c3ccc(C(F)(F)F)cn3)CC2)c1,-8,3.6,-23,-5,6.2,1.2,-6,9,9
Cc1cccc(Cl)c1NC(=O)N1CCN(c2ccnc3cc(Cl)ccc23)CC1,-9,5.9,-19,-25,4.0,11,-2,5,4
O=C(N/N=C/c1ccc(Cl)s1)C(O)c1ccccc1 (stereo unspecified),1,0.8,-6,-4,-0.9,-0.5,-24,11,12
Cc1ccc(C(=O)Nc2cnc3sc(C)nn3c2=O)cc1,-6,1.8,6,-10,3.4,0.8,17,-11,-13
S=C(NCc1ccc(Cl)cc1)Nc1ccccc1Cl,-5,0.7,-2,1,1.3,2.0,12,-2,0
CCOC(=O)C(C)n1nc(/C=C/c2ccc(OC)cc2)ccc1=O (stereo unspecified),-6,0.9,0,-11,0.8,0.6,-4,3,12
Cc1c(C)n(CCc2ccccc2)c2ncnc(NCCCO)c12,11,-1.2,-13,-6,4.3,3.3,8,6,0
CCOC(=O)c1c(C)[nH]c(C)c1C(=O)COC(=O)/C=C/c1cccc([N+](=O)[O-])c1,.,.,.,.,.,2.8,1,11,23

# (listing goes on)
SMILES,GPR7 antag,OXTR ag,OXTR potentiator,CHO parental Ca,V1aR counter,M1 ag parental,M1 PAM parental,CHO-K1 Ca antag,TAAR1 antagonist
CCNC(=O)C1(C)CCN(C(=O)c2cccnc2SC)C1 (stereo unspecified),.,.,.,.,.,-0.3,-12,17,1
CC(C)(C)C1=CC(=Nc2ccccc2N)C=C(C(C)(C)C)C1=O,-4,0.8,10,-6,-0.3,2.9,-8,5,-24
Cc1nc2ccccc2nc1OCC(=O)Nc1ccccc1,1,1.3,1,-10,0.8,0.3,16,-13,-8
Cc1ccc(C(C(=O)NC2CCCCC2)N(CCCN2CCOCC2)C(=O)c2snc(C(N)=O)c2N)cc1 (stereo unspecified),-3,-0.4,-8,-7,0.2,1.0,15,-16,-9
